# Compound activity deposited in PubChem BioAssay by National Center for Advancing Translational Sciences (NCATS).
# FEN1 inhibitor – blocks human flap endonuclease 1; P39748; Recombinant FEN1 flap cleavage, fluorescence, 15 min; Potency, µM (top dose mostly 114 µM), for inactives: at the highest dose activity change, negative = inhibition, hits mostly inhibitors; actives 0.35% (n = 390,000); AID 588795; further: nearly all actives have a fitted effect of over 65% in size
# Target sequence (P39748 whole entry, looked up): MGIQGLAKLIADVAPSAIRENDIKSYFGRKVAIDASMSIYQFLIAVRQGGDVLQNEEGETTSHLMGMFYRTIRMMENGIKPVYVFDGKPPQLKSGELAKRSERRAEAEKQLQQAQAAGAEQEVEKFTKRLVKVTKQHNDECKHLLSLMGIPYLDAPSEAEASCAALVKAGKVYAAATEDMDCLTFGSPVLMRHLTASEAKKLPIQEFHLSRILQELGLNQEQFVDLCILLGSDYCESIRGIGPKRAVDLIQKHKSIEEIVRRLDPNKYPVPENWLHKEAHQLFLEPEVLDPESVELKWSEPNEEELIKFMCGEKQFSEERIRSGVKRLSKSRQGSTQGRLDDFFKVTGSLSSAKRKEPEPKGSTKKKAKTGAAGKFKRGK
#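 Quantitative HTS format: each compound was titrated, incubated with 10 nM nuclease for 15 min at room temperature, then challenged with flap substrate at 50 nM final. Signal change over 15 min gave concentration–effect curves.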
# TDP1 inh – TDP1 (human) enzyme inhibition; Q9NUW8; recombinant TDP1, AlphaScreen DNA substrate cleavage; Potency, µM (doses to about 130 µM), for the others: at the highest dose activity change, negative = inhibition, usual class: inhibitors; actives 0.28% (n = 350,000); AID 485290; further: nearly all actives have a fitted effect of over 40% in size
# Target sequence (Q9NUW8 whole entry, looked up): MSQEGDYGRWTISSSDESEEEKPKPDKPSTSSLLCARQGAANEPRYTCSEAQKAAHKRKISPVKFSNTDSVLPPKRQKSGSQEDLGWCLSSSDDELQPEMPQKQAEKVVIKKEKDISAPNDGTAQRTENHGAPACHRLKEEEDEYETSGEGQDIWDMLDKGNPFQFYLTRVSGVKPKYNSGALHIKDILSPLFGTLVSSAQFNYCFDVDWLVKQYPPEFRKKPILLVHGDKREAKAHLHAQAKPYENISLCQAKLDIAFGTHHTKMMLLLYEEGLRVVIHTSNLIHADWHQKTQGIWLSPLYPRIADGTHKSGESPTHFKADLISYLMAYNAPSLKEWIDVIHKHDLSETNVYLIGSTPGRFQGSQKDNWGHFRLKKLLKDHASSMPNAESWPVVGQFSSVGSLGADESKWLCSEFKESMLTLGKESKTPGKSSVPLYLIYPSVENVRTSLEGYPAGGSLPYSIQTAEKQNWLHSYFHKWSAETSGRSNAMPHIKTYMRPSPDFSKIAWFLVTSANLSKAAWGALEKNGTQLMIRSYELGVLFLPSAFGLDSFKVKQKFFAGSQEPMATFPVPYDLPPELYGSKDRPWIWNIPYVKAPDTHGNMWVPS
#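 Tdp1 1 nM final; 15 min RT w/ cpd; substrate 15 nM, 5 min; beads 10 ug/ml, 10 min; AlphaScreen read. Neg ctrl: no enzyme.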
# N370S GC – inhibits or activates N370S mutant glucocerebrosidase; P04062; N370S GC spleen homogenate, 4MU-glucoside fluorescence; Potency, µM (series often up to 59.4 µM), inactives show at the top dose activity change, negative = inhibition, hits mostly inhibitors; actives 0.092% (n = 330,000);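 further: 0% = full enzyme activity and -100% = no enzyme basal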
# * marks the source's active call; other numbers are inactive results; ? = inconclusive; . = not tested or not shown; [ ] = remark or other dose. The call rests on the fitted dose curve; in most records, active means well fitted curve in the direction sought with a large enough effect; inconclusive means small, poorly fitted or top-dose-only effect, or another doubt; inactive means no such curve, though single readings can be large; an effect the other way counts as inactive or inconclusive. Unless noted, on the % scale 0 is the no-effect control and ±100 the full control effect; potency means the concentration at half of the fitted maximal effect. Rows were taken by chance; about 0.57% have a hit in one of these screens.
no.	molecule	TDP1 inh	N370S GC	FEN1 inhibitor
1	Cc1ccc2c(c1)c1c(n2C)C(C(N)=O)CCC1 (stereo not given)	6%	-1%	-2%
2	COc1ccc(N(CC(=O)NCCSC(C)(C)C)S(C)(=O)=O)c(OC)c1	-2%	10%	-1%
3	Cc1ccc(C(=O)NCC(=O)NCc2cc(=O)n(C)c(=O)n2C)cc1C	1%	9%	-4%
4	Cc1ccc2c(c1)NC(=O)C(CC(=O)NCCCN1CCN(c3cc(C)ccc3C)CC1)O2 (stereo not given)	0%	14%	-20%
5	Cc1[nH]c2ccccc2c1C(=O)C(=O)NCc1ccco1	-3%	3%	15%
6	CCOC(=O)N1CCN(c2ncnc3c2cnn3-c2ccc(Cl)cc2)CC1	-3%	8%	.
7	Cc1ccc(NCC(=O)N/N=C/c2cc(O)ccc2[N+](=O)[O-])cc1	-1%	-19%	16%
8	CCc1cccc(NC(=O)c2c(C)oc3nc(C)nc(N4CCCC4)c23)c1	3%	.	-10%
9	COc1ccc(CCn2c(-c3cc([N+](=O)[O-])cc([N+](=O)[O-])c3)nc3nc4ccccc4nc32)cc1OC	-3%	7%	-4%
10	CN(C(=O)Cc1csc(-c2ccccc2)n1)c1c(N)n(Cc2ccccc2)c(=O)[nH]c1=O	-1%	2%	9%
11	O=C(NCCN1CCOCC1)c1cc(Sc2ccc(F)cc2F)nc2ccccc12	4%	-10%	?
12	CC1CC1C(=O)Nc1nc(-c2ccccc2)cs1 (stereo not given)	9%	-2%	-5%
13	CC(=O)Nc1ccc(N2CCCC2)cc1	10%	-2%	?
14	CCN(CC)C(=O)Cn1c(=O)n(CCCCCC(=O)NCc2ccccc2Cl)c(=O)c2sccc21	2%	.	23%
15	Cc1ccc2oc(-c3cccc(NC(=O)c4ccc(Br)o4)c3)nc2c1	1%	11%	-1%
16	CCOC(=O)C1=C(c2ccccc2)NC(=O)N(C(C)=O)C1c1cccc([N+](=O)[O-])c1 (stereo not given)	7%	3%	6%
17	Cc1cccc(NC(=O)COC(=O)c2cc(C)oc2C)c1	5%	-1%	3%
18	O=c1[nH]c(SCCOc2ccccc2)nc2ccccc12	3%	17%	9%
19	Cc1cccc(N2CCN(C(=O)CSc3ccc4c(c3)OCCO4)CC2)c1C	1%	.	?
20	NC(=O)c1c(NC(=O)c2ccccc2)sc2c1CCN(Cc1ccccc1)C2	.	-1%	7%
21	COc1cccc(C(=O)NN2CC(O)=C(c3nc4ccccc4s3)C2=N)c1	0%	11%	3%
22	CN1CCN(c2ccc(S(=O)(=O)N3CCCCC3)cc2NC(=O)c2ccc(F)cc2F)CC1	6%	-1%	3%
23	CC(C)CCSc1nc2c(c(=O)n(C)c(=O)n2C)n1Cc1ccccc1Cl	0%	.	-10%
24	Cc1ccc2nc(-c3ccccc3)c(CC(=O)O)c(C(=O)O)c2c1	0%	2%	0%
25	O=C(O)Cc1ccc(OCCNC[C@H](O)c2ccccc2)cc1	2%	0%	.
26	COc1cc(S(=O)(=O)Nc2ncn[nH]2)ccc1Cl	12%[0.0935 µM]	-8%	1%
27	COc1ccc(/C=C/N(CCc2ccc(OC)c(OC)c2)C(C)=O)cc1	7%[21 µM]	-1%[12.8 µM]	.
28	COc1ccc(-n2c3c(cc(C(=O)Nc4cccc(C)n4)c2=O)C(=O)CC(C)(C)C3)cc1	5%	3%	-10%
29	Cc1ccc(N(Cc2cc3ccccc3[nH]c2=O)S(C)(=O)=O)cc1	7%	15%	9%
30	CCOC(=O)c1cnc2c(C)cc(C)cc2c1Nc1ccccc1OCC	-3%[12.3 µM]	.	13%
31	Cc1ccc(Cc2cnc(NC(=O)CN3CCOCC3)s2)cc1Cl	4%	5%	8%
32	CCCC(C(=O)n1nc(C)cc1C)C(NS(=O)(=O)c1ccc(C)cc1)c1ccccc1 (stereo not given)	4%	28%	-23%
33	CCOC(=O)C1=C(C)N(c2ccccc2)C(=O)C1	0%	7%	2%
34	COC(=O)CNC(=O)c1ccccc1C	4%	7%	6%
35	COc1ccc(CC(=O)N2N=C(C)CC2(O)C(F)(F)F)cc1 (stereo not given)	8%	-2%	2%
36	COc1ccccc1CNC(=O)c1cccn1-c1nnc(N2CCCC2)s1	-5%	.	-3%
37	COc1ccc(NC(=O)[C@@H](NC(=O)c2ccccc2F)C(C)C)cc1S(=O)(=O)N1CCOCC1	7%	3%	6%
38	Cc1cc(C(=O)N/N=C/c2ccc(-c3ccc([N+](=O)[O-])cc3Cl)o2)n[nH]1	-18%	0%	?
39	O=C(Nc1cccc(F)c1)c1ccc(CSc2ccccc2)o1	-3%	8%	7%
40	CO[C@@H]1COC(=O)[C@H]2CCCN2C(=O)[C@@H](C)COC(=O)CCC[C@H]1C	7%[21 µM]	4%[12.8 µM]	.
41	Cn1nnc(NC(=O)c2cccc(F)c2)n1	-2%	-5%	8%
42	CCOC(=O)c1nc(NCc2cccc(OC)c2)c2ccccc2n1	5%	-1%	-13%
43	COC(=O)/C(=C/c1c[nH]c2ccccc12)[N+](=O)[O-]	5%	-5%	-2%
44	CSc1nc(SCC(=O)O)c2c3c(sc2n1)COC(C)(C)C3	4%	-8%	-4%
45	O=C(NCCN1CCOCC1)c1cc(Cl)ccc1[N+](=O)[O-]	-1%	-7%	.
46	Cc1cccc(N(CC(=O)NCCSCc2ccco2)S(=O)(=O)c2ccccc2)c1	2%	-1%	-19%
47	CC(=O)C1=C(O)C(=O)N(c2nccs2)C1c1ccccc1 (stereo not given)	-4%	-5%	-3%
48	Cc1cc(Nc2cccc(C(F)(F)F)c2)ncn1	-1%	.	-4%
49	Cc1ccc(NC(=O)COC(=O)C2CC3CCCC(C2)C3=O)c([N+](=O)[O-])c1 (stereo not given)	2%	.	-11%
50	CS(=O)(=O)N(CC(=O)O)c1cc(C(F)(F)F)ccc1Cl	.	-2%	1%
51	CCOC(=O)c1cnc2c(N=Nc3ccccc3)c(N)nn2c1N	5%	4%	-14%
52	Cc1ccc2c(c1)NCC(C(=O)NCc1ccccc1)O2 (stereo not given)	-1%	-8%	1%
53	CN(C(=O)CSc1nnc(C2CC2)n1C1CC1)C1(C#N)CCCCC1	-3%[56.1 µM]	.	-2%
54	COc1ccccc1CN(C)c1nnnn1-c1ccccc1	5%	-11%	-7%
55	Cc1cccc(C(=O)N=C2SC3CS(=O)(=O)CC3N2c2ccccc2)c1 (stereo not given)	2%[0.505 µM]	-8%	-4%
56	FC(F)(F)c1cnc(N/N=C/c2ccncc2)c(Cl)c1	1%	1%	0%

# (more compounds)
no.	molecule	TDP1 inh	N370S GC	FEN1 inhibitor
57	COc1ccc(/C=N/N2CCN(C)CC2)cc1O	4%	-8%	-2%
58	CCCn1c(O)c(N=NC(=O)c2ccco2)c2ccccc21	3%	2%	-5%
59	CCCCC1CCC(c2nc(-c3cccnc3)no2)CC1 (stereo not given)	-2%	0%	-11%
60	Cc1ccc(O)c(NC(=O)c2cccc(S(=O)(=O)N3CCCCC3)c2)c1	4%	-8%	-5%
61	Cc1cccc(CCNC(=O)C2CCN(S(=O)(=O)c3cccc4nsnc34)CC2)c1	-6%	.	2%
62	O=[N+]([O-])c1cccc(/C=N/NC2=NCCCCC2)c1	2%	-1%	5%
63	CCC1CCCCN1CCCNC(=O)c1c(C)oc2ncn(CC(C)C)c(=O)c12 (stereo not given)	-7%	.	1%
64	O=C(N/N=C/C=C/c1ccco1)c1ccccc1Cl	4%	1%	-8%
65	CC(OC(=O)Cn1cnc2ccccc2c1=O)C(=O)N(C)c1ccccc1 (stereo not given)	-9%	1%	7%
66	CCCOC(=O)c1ccc(Nc2c(C(=O)OCC)cnc3c(C)cc(Cl)cc23)cc1	-1%[12.3 µM]	.	5%
67	CC(C)N1CC(C(=O)Nc2cc(Cl)cc(Cl)c2)CC1=O (stereo not given)	.	-13%	6%
68	S=c1ccss1	10%	-12%	.
69	COc1ccc(NC(=O)COC(=O)COc2cccc3c2OC(C)(C)C3)cc1	.	3%	-3%
70	Cc1ccc2c(c1)COc1c3ccc(C(=O)NCCO)cc3nn1-2	0%	11%	0%
71	COc1ccc(N(CC(=O)Nc2cccnc2)S(C)(=O)=O)cc1	0%	-6%	4%
72	CCC(=O)NC(=S)NNC(=O)c1ccc(O)cc1	8%	16%	-5%

# Entries shown so far that contain two or more sulfur atoms (6):
no.	molecule	TDP1 inh	N370S GC	FEN1 inhibitor
2	COc1ccc(N(CC(=O)NCCSC(C)(C)C)S(C)(=O)=O)c(OC)c1	-2%	10%	-1%
44	CSc1nc(SCC(=O)O)c2c3c(sc2n1)COC(C)(C)C3	4%	-8%	-4%
46	Cc1cccc(N(CC(=O)NCCSCc2ccco2)S(=O)(=O)c2ccccc2)c1	2%	-1%	-19%
55	Cc1cccc(C(=O)N=C2SC3CS(=O)(=O)CC3N2c2ccccc2)c1 (stereo not given)	2%[0.505 µM]	-8%	-4%
61	Cc1cccc(CCNC(=O)C2CCN(S(=O)(=O)c3cccc4nsnc34)CC2)c1	-6%	.	2%
68	S=c1ccss1	10%	-12%	.

# Further compounds
no.	molecule	TDP1 inh	N370S GC	FEN1 inhibitor
73	Cc1cccc(N2CCC(NCc3c(C(=O)N4CCCCC4)nc4c(C)cccn34)CC2)c1	7%	-15%	8%
74	CCOC(=O)c1cccc(NC(=O)CCSCCc2ccccn2)c1	2%	.	-10%
75	Cc1cc(C)cc(OCC(=O)Nc2nc3ccc([N+](=O)[O-])cc3s2)c1	-1%	6%	0%
76	Clc1cccc(N/N=C(\Cc2nc3ccccc3[nH]2)c2ccccc2)c1	5%	7%	-18%
77	COc1ccc(C(=O)N/C(=C\c2ccc(OC)c(OC)c2)C(=O)N2CCCCC2)cc1	-4%	-8%	0%
78	CCC(=O)N1CCc2cc(S(=O)(=O)NC(Cc3ccccc3)C(=O)Nc3ccc(Cl)cc3)ccc21 (stereo not given)	5%	.	10%
79	O=C(CCNS(=O)(=O)c1ccc(Br)s1)NCc1ccc2c(c1)OCO2	0%	-6%	-13%
80	O=C(NCc1ccccc1)c1ccc2c(=O)n(CC3CCCO3)c(=S)[nH]c2c1 (stereo not given)	2%	3%	1%
81	CCSc1nnc2ccc(-c3ccc(OC)c(OC)c3)nn12	0%	-7%	-3%
82	COc1cc(-c2[nH]nc3c2C(c2ccco2)C(C#N)=C(N)O3)cc(OC)c1OC (stereo not given)	1%	-10%	-19%
83	O=C(O)CC1(CC(=O)Nc2cccc(C(F)(F)F)c2)CCCC1	.	8%	2%
84	CC(=O)Oc1c(-c2ccco2)oc2ccccc2c1=O	-3%	-2%	-8%
85	Cc1noc(C)c1COC(=O)CCC(=O)c1ccc(F)cc1	4%	-4%	0%
86	O=C(Cn1c(=O)n(CCCC(=O)NC2CCCC2)c(=O)c2ccccc21)NCCC1=CCCCC1	2%	-5%	0%
87	Cc1cccc([N+](=O)[O-])c1C(=O)O	-13%	-21%	-7%
88	CCOC(=O)c1c(S(=O)(=O)NCC(=O)Nc2cccc(C)n2)c(C)n(C)c1C	3%	-1%	-7%
89	Cc1ccc(C)c(NC(=O)CN(C)C(=O)C2CCN(C(=O)Nc3ccccc3)CC2)c1	.	9%	2%
90	CC(C)C(NC(=O)Cc1ccccc1)C(=O)N1CCN(c2cccc(Cl)c2)CC1 (stereo not given)	-1%	.	5%
91	O=C(O)CCC(=O)N1CCN(c2nc3ccccc3s2)CC1	7%	-3%	-2%
92	CCCC(=O)N1CCCC(c2nc(-c3cccc(OC)c3)no2)C1 (stereo not given)	1%	-13%	-3%
93	CCNC(=O)c1ccc(NC(=O)CC2SC(N3CCCC3)=NC2=O)cc1 (stereo not given)	5%	-2%	-3%
94	Cc1ccc(Sc2c(C(=O)NCc3ccccc3C)[nH]c3ccccc23)cc1	-6%	.	1%
95	CCCCC1(C)OC(=O)C(=Cc2ccc(N(CC)CC)cc2)C(=O)O1 (stereo not given)	-4%	0%	-19%
96	CCCCNC(=O)c1cc2cccc([N+](=O)[O-])c2[nH]1	1%	-6%	-7%
97	Cc1ccc(CNC(=O)CCNC(=O)N2CCn3c2nc2ccccc23)cc1	1%	-4%	-6%
98	COC(=O)Cn1cnc2sc(C)c(S(=O)(=O)N3CCN(c4ccccc4OC)CC3)c2c1=O	6%	-3%	-3%
99	CSc1ccc(C(=O)C2CCCN(C(=O)c3cc4cc(F)ccc4[nH]3)C2)cc1 (stereo not given)	12%	8%	-23%
100	C=CCN(CC=C)CCCOc1ccc(C)cc1OC	.	2%	-2%
101	Cc1ccc2c(c1)N(C(=O)N1CCC(C(=O)Nc3cccc(F)c3)CC1)CCO2	0%	.	-4%
102	NC(=O)/C(N=Nc1ccccc1)=N/Nc1ccccc1	4%	1%	14%
103	COc1ccc(/C=N/c2c(-c3ccco3)nc3ccccn23)cc1OC	2%	1%	-10%
104	CSCCC1(C(=O)O)NC(c2ccccc2O)C2C(=O)N(C(C)C)C(=O)C21 (stereo not given)	3%	22%	-2%
105	Cc1ccc(Sc2ncnc3onc(C)c23)cc1	-6%	7%	1%
